pPAFAH FP inh = pPAFAH enzyme inhibitors, primary screen, biochemical, fluorescence polarization, human; recombinant pPAFAH, FP-rhodamine probe fluorescence polarization; inhibition, % at 3.39 µM; actives 1.5% (n = 330,000);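 active means inhibition above the mean inhibition across the screen plus 3 SD, cut at about 25% in these data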;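 further: inhibitors block binding of the rhodamine activity-based probe so polarization drops; 0% = enzyme with DMSO and 100% = wells lacking pPAFAH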
PAFAH1B3 FP inh = PAFAH1B3 enzyme inhibitors, primary screen, biochemical, fluorescence polarization, human | Platelet-activating factor acetylhydrolase IB subunit alpha1 (Homo sapiens), Q15102 | recombinant PAFAH1B3, FP-rhodamine probe | inhibition, % at 3.39 µM | AID 492972, 2010 | actives 0.28% (n = 340,000);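 active means inhibition above the screen-wide average of all tested compounds plus 3 SD, cut at about 25% in these data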;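 further: 0% = enzyme with DMSO only and 100% = wells lacking PAFAH1B3 protein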
LYPLA1 inh = LYPLA1 inhibitors, primary screen, counter-screen for PME1 inhibitor project, biochemical, fluorescence polarization, FP-Rh probe ABPP | AID 2174, 2009 | Acyl-protein thioesterase 1 (Homo sapiens), O75608 | recombinant LYPLA1 | actives 0.16% (n = 320,000) | inhibition, % at 5.9 µM;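 active means inhibition above the mean of all tested compounds plus 3 SD, set per campaign, cut at about 14% in these data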;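 further: inhibitors block serine hydrolase probe labeling of LYPLA1 so polarization falls; 0% = enzyme with DMSO and 100% = wells lacking LYPLA1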
Target sequence (O75608 whole entry, looked up): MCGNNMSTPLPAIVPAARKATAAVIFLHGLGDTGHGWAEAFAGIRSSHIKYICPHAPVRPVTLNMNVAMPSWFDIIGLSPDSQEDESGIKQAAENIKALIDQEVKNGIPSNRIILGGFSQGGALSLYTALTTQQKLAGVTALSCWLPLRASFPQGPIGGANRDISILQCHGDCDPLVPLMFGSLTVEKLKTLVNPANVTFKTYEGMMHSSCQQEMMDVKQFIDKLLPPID
LYPLA2 inh = LYPLA2 inhibitors, primary screen, counter-screen for PME1 inhibitor project, biochemical, fluorescence polarization, FP-Rh probe ABPP. Acyl-protein thioesterase 2 (Homo sapiens), O95372. recombinant LYPLA2. inhibition, % at 5.9 µM. actives 0.38% (n = 320,000);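 active means inhibition above the screen-wide mean plus 3 SD, limit set per campaign, cut at about 26% in these data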;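 further: 0% = LYPLA2 with DMSO and 100% = wells lacking LYPLA2 enzyme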
Target sequence (O95372 whole entry, looked up): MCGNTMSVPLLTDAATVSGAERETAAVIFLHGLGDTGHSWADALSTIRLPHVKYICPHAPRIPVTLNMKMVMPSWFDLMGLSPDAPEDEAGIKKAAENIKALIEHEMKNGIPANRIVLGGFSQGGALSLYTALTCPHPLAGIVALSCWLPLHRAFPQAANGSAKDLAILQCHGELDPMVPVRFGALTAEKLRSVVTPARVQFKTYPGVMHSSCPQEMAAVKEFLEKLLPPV
PAFAH1B2 inh = PAFAH1B2 enzyme inhibitors, primary screen, biochemical, fluorescence polarization, human; Platelet-activating factor acetylhydrolase IB subunit alpha2 (Homo sapiens), P68402; actives 1.2% (n = 340,000); recombinant PAFAH1B2, FP-rhodamine activity probe; inhibition, % at 3.39 µM;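 active means inhibition above the mean of all tested compounds plus 3 SD, cut at about 24% in these data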;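 further: 0% = enzyme with DMSO and 100% = wells lacking PAFAH1B2; many of its hits are not listed in these tables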
Target sequence (P68402 whole entry, looked up): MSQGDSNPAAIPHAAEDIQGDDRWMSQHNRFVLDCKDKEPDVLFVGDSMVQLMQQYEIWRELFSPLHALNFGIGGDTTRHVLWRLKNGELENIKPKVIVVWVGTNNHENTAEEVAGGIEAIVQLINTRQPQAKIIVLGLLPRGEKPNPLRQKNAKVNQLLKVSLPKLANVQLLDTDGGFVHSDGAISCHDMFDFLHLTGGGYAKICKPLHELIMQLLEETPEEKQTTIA
GSTO1 inh = inhibitors of recombinant GSTO1, primary screen, counter-screen for RBBP9 inhibitor project, biochemical, fluorescence polarization; Glutathione S-transferase omega-1 (Homo sapiens), P78417; activity-based probe fluorescence polarization; inhibition, % at 5.96 µM; actives 1.1% (n = 300,000); AID 1974, 2009;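 active means inhibition above the campaign mean inhibition plus 3 SD, cut at about 35% in these data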;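 further: 0% = GSTO1-1 with DMSO and 100% = wells lacking GSTO1-1 enzyme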
Target sequence (P78417 whole entry, looked up): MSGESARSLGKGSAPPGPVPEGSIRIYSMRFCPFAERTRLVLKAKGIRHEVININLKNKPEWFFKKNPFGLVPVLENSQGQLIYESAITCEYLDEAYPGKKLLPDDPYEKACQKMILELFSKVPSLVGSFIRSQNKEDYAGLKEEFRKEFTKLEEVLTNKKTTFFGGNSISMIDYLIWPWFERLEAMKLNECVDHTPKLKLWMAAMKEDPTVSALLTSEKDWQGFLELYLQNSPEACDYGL
PAD4 inh = human PAD4 inhibitors, primary screen, biochemical, fluorescence polarization, 1536-well format; Protein-arginine deiminase type-4 (Homo sapiens), Q9UM07; recombinant PAD4, RCA probe fluorescence polarization; inhibition, % at 6.36 µM; actives 0.41% (n = 330,000);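 active means percent inhibition above a cutoff equal to the mean of all tested compounds plus 3 SD, cut at about 15% in these data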;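 further: 0% = PAD4 with RCA probe and DMSO and 100% = probe without PAD4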
PAFAH2 inh = PAFAH2 enzyme inhibitors, primary screen, biochemical, fluorescence polarization, human. inhibition, % at 3.39 µM. recombinant PAFAH2, FP-rhodamine activity probe. Platelet-activating factor acetylhydrolase 2, cytoplasmic (Homo sapiens), Q99487. actives 0.99% (n = 340,000);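 active means inhibition above the mean over all tested compounds plus 3 SD, cut at about 30% in these data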;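 further: inhibitors block probe labeling of enzyme so polarization drops; 0% = enzyme with DMSO and 100% = wells lacking PAFAH2 protein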
PREPL inhibitor = PREPL enzyme inhibitors, primary screen, biochemical, fluorescence polarization | Prolyl endopeptidase-like (Homo sapiens), Q4J6C6 | recombinant PREPL, fluorescence polarization activity-based probe | inhibition, % at 5.96 µM | actives 0.68% (n = 320,000) | AID 2751, 2010; in the data active means inhibition above about 43%;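 further: 0% = enzyme with DMSO and 100% = wells lacking enzyme; many of its hits are not listed in these tables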
* marks the source's active call; other numbers are inactive results; . = no result given; & = joins results of further samples. These rows are one share of the data. The share of hits here may be higher or lower than overall.

SMILES	pPAFAH FP inh	PAFAH1B3 FP inh	LYPLA1 inh	LYPLA2 inh	PAFAH1B2 inh	GSTO1 inh	PAD4 inh	PAFAH2 inh	PREPL inhibitor
O=[N+]([O-])c1ccc(Nc2ccccn2)c([N+](=O)[O-])c1	1	0	1	-3	12	9	-1	10	13
C=C(C)C(=O)N1CC2(CC(c3cccc(NC(=O)c4ccccc4)c3)=NO2)C[C@@H]1C(N)=O (some centres undefined)	-3	4	-1	7	0	-2	1	0	-2
CCn1cc(C(=O)NCCCOC)c(=O)c2cc(S(=O)(=O)N3CCC(C)CC3)ccc21	-1	3	3	0	3	1	-2	2	7
CC(C)Oc1ccc(CNC(=O)CCC(=O)N2CCSc3ccccc32)cc1	1	7	2	0	1	5	-2	-1	-14
CCOC(=O)C1(CC2CC2)CCN(S(=O)(=O)/C=C/c2ccccc2)CC1	0	4	-1	3	2	-4	1	1	5
Cc1ccccc1NC1=C(Cl)C(=O)OC1OC(=O)c1ccco1 (centres undefined)	5	5	0	7	1	2	-4	2	11
CCOc1cc(/C=N/NC(=O)c2ccc(N(C)S(=O)(=O)c3ccccc3)cc2)ccc1OC	-7	6	-7	-11	3	-7	-5	-5	12
CNC(=O)C(=O)Nc1c(C)cc(C)cc1C	0	9	-2	-9	-3	5	-3	-1	3
CC(NC(=O)c1ccco1)C(=O)N1CCCCC1 (centres undefined)	1	0	-1	1	1	6	2	-3	3
O=C(O)c1ccccc1NC(=O)c1ccccc1-c1ccccc1C(=O)O	-1	4	3	-5	1	4	3	-1	1
CC(OC(=O)c1n[nH]c2ccccc12)C(=O)NC1CCCCC1C (centres undefined)	0	4	-1	6	-3	.	2	10	3
COc1ccc(-c2cc3c(=O)n(CC(=O)NCCCN4CCN(Cc5ccccc5)CC4)ncn3n2)cc1	2	2	1	4	-4	-8	-6	-3	12
CCCN(CCC)CCCNC(=O)C1c2cc(OC)c(OC)cc2C(=O)N(C)C1c1cccs1 (centres undefined)	1	3	2	3	10	-6	1	9	-1
COc1ccc(C(CNC(=O)COc2ccccc2-c2ccccc2)N2CCOCC2)cc1 (centres undefined)	4	13	3	11	2	3	1	-2	2
CCCCOC(=O)C1=C(N)N2C(=O)C(C)SC2=C(C(=O)OCC)C1c1ccc(O)c(OC)c1 (centres undefined)	3	14	3	7	6	10	-2	1	8

Reprinted from the part before: two entries; new compounds follow.
SMILES	pPAFAH FP inh	PAFAH1B3 FP inh	LYPLA1 inh	LYPLA2 inh	PAFAH1B2 inh	GSTO1 inh	PAD4 inh	PAFAH2 inh	PREPL inhibitor
COc1ccc(C(CNC(=O)COc2ccccc2-c2ccccc2)N2CCOCC2)cc1 (centres undefined)	4	13	3	11	2	3	1	-2	2
CCCCOC(=O)C1=C(N)N2C(=O)C(C)SC2=C(C(=O)OCC)C1c1ccc(O)c(OC)c1 (centres undefined)	3	14	3	7	6	10	-2	1	8
O=C(Nc1ccccc1F)C1COc2ccccc2O1 (centres undefined)	-2	9	-3	-7	0	-3	2	-8	-1
Cc1noc(C)c1COC(=O)c1ccccc1Sc1ccccc1C#N	9	4	3	7	5	4	-5	0	-12
CC(=O)NCCOc1nc(N(C)C)nc(N(C)C)n1	-6	1	-4	0	0	-6	1	-5	10
Cc1cc(C)c(NC(=O)C2CCCO2)c(C)c1 (centres undefined)	-1	-3	3	-3	-1	-11	-2	7	2
CC(C)N1CCc2c(sc(NC(=O)c3cc(-c4cccs4)nc4ccccc34)c2C(N)=O)C1	10	-2	-15	-10	-1	1	-6	-1	6
COc1ccc(CN2CCC(=O)N([C@H](CO)c3ccccc3)CC2)cc1	1	9	-2	-5	3	4	0	-2	7
CCN1CCN(c2ccc(S(=O)(=O)N(CC)CC)cc2[N+](=O)[O-])CC1	6	0	1	-4	-4	0	5	5	11
NC(=O)Cn1cc(/C=N\NS(=O)(=O)c2ccc(F)cc2)c2ccccc21	-4	3	1	3	1	2	-6	1	11
O=C(NC(=S)NN1CCCCC1c1cccnc1)c1ccc(Cl)cc1Cl (centres undefined)	0	0	-1	-3	4	7	-3	-2	-2
Clc1ccc(C(CCN2CCCC2)Cc2ccccc2)cc1 (centres undefined)	6	6	-5	3	7	-3	-9	5	-2
CCCC/C=C1\CCc2c([nH]c3ccccc23)C1=O	11	2	4	2	1	-1	0	-6	-8
CCC(C)c1ccccc1NC(=O)CN1CCN(C/C=C/c2ccccc2)CC1 (centres undefined)	1	-6	3	3	6	2	8	-9	4
CCOC(=O)c1ccc(N=c2sc(C(=O)OC)cc(=O)n2CCCN2CCOCC2)cc1	2&0	-7&-7	1&-2	1&0	3&3	-7&11	-3&-1	6&-3	-7&-1
O=[N+]([O-])c1cccc(N(CC(O)CN2CCCCC2)S(=O)(=O)c2ccccc2)c1 (centres undefined)	-1	2	2	1	4	4	-3	-2	-11
CCCCOc1ccc(C(=O)OCC(=O)Nc2cc(C)on2)cc1	7	1	0	6	5	2	-4	1	-1
O=C(CC1(O)C(=O)N(CCc2ccccc2)c2ccccc21)c1ccccn1 (centres undefined)	0	12	-3	0	10	-2	0	4	24
CC1(C)CC(=O)C=C(Nc2ccc(S(N)(=O)=O)cc2)C1	8	6	-1	1	3	2	-1	4	-2
Cc1n[nH]c(=S)n1/N=C/c1ccc(OCc2ccc(Cl)cc2)cc1	5	6	4	12	28*	-5	0	10	34
CCOC(=O)N1CCN(S(=O)(=O)c2ccc(C(=O)Nc3ccc4c(c3)C(=O)NC4=O)cc2)CC1	-3	-2	10	14	-3	4	1	-19	18
CN(C)/C=C/C(=O)c1ccc(Cl)cc1Cl	6	9	-1	1	4	6	-7	9	-4
CC1CCCN(C(=O)CN2CCC(c3nc4ccc(Cl)cc4[nH]3)CC2)C1 (centres undefined)	-1	5	2	2	4	-5	-1	4	0
COc1cccc(NC(=O)c2cc3cccc(OC)c3o/c2=N\O)c1	-1	.	-5	-5	.	1	-2	.	27
Cc1ccccc1NC(=O)NCC1CCCO1 (centres undefined)	2	5	0	0	-3	-5	0	5	-4
COC(=O)c1cccnc1-n1c(=O)c2cccnc2n(CC(=O)Nc2ccc(Br)cc2)c1=O	-5	-4	-6	-8	-1	6	1	-7	18
COC(=O)[C@@H](Cc1ccccc1)NC(=O)[C@H]1CCC(=O)N1C(=O)OCc1ccccc1	4	5	5	3	1	-3	-3	41*	0
CC(Oc1ccccc1[N+](=O)[O-])C(=O)N/N=C/c1ccoc1 (centres undefined)	0	-2	-3	-3	-6	0	-2	0	7
COCCn1c(-c2ccc(C)cc2)nc2oc3cc(OC)ccc3c(=O)c2c1=O	2	1	0	0	6	15	3	11	2
COc1ccc(NC(C)=O)cc1NS(=O)(=O)c1ccc2c(c1)OCCO2	1	-2	1	6	3	.	6	2	5
Clc1ccc(-c2csc(N/N=C\c3cccnc3)n2)cc1	11	-4	-3	-7	4	4	-1	-4	24
O=C(NCCCN1CCCC1=O)c1cccc(Oc2ccccc2)c1	2	3	1	0	4	-2	-9	6	3
OC(CNCC1CCCO1)Cn1c2ccccc2c2ccccc21 (centres undefined)	3	-5	0	4	9	1	-1	0	4
COc1nc(Nc2ccccc2F)nc(OC)n1	3	-2	1	3	-3	-3	3	0	-8
Cc1cc(C2C(C#N)=C(N)SC(N)=C2C#N)c(C)s1	11	-12	-10	-13	-10	-31	-12	-14	6
COc1cc(C(=O)NC(=S)NCc2ccco2)cc(OC)c1OC	5	-5	2	4	1	-1	0	-8	-3
C#CCOCCOCCOCCNc1nc(N2CCN(C(=O)CCCCCCCCCCNC(=O)[C@H](CCCCN)n3cc(CCO)nn3)CC2)nc(N2CCN(C(=O)CCCCCCCCCCNC(=O)[C@H](CCCCN)n3cc(C[C@@H](C)CC)nn3)CC2)n1	-6	.	-1	-4	.	3	-8	.	45*
CCOc1ccccc1C1C2C(=O)N(c3ccccc3)C(=O)C2ON1c1ccccc1 (centres undefined)	4	-1	2	-2	3	0	-1	0	8
C/C(=N\NS(=O)(=O)c1ccc(Cl)cc1)c1ccc(NC(=O)c2ccco2)cc1	5	3	0	-4	-1	-1	-2	-2	1
COc1cc(-n2c(=O)c3ccccc3n(Cc3cc(=O)n4ccccc4n3)c2=O)cc(OC)c1OC	0	2	-1	0	3	-1	0	3	4
O=C(CSc1ccc(-c2ccc(F)cc2)nn1)N1CCCc2ccccc21	-1	8	1	-2	4	2	-1	-3	-31
C/C(=N/NC(=O)COc1cc(C)ccc1C(C)C)C(=O)O	-7	3	-3	-4	0	3	1	-4	7
Cc1c(C(=O)NC(=S)NCc2cccnc2)oc2ccccc12	2	9	0	7	0	0	3	-1	5
Cc1ccc(C(=O)N2CCC(C(=O)NC3CCCCCC3)CC2)cc1	-8	2	0	-3	2	1	3	3	19
O=C(NC(c1ccccc1)c1cc(Cl)c2cccnc2c1O)c1cccnc1 (centres undefined)	14	.	-2	5	.	3	-1	.	-8
Cc1ccc2nc(Cl)c(C3CC(c4ccco4)=NN3S(C)(=O)=O)cc2c1 (centres undefined)	5	5	-2	-2	5	-13	-3	6	-4
CCCCn1c(N)c(N(CC)C(=O)c2cccc(F)c2)c(=O)[nH]c1=O	2	6	-6	-5	5	6	4	-3	6
CSc1ncccc1C(=O)NCc1nnc2ccccn12	3	-4	.	.	2	.	-7	4	-6
Cc1cc(N(CN2CCCC2=O)C(=O)c2ccccc2)no1	4	13	3	-1	-2	7	3	-10	2
Cc1noc(C)c1COc1ccc(CC(=O)NCc2ccccc2)cc1	6	-3	2	-3	4	7	-4	-10	20
C=CCN=C(NC#N)SCc1ccccc1Cl	5	6	-1	3	-1	3	2	-6	-10
Cc1cccc(NC(=O)NCCCCc2ccccc2)c1	3	-6	-1	5	3	1	-2	6	-13
Cc1cc(C)n(C2=NS(=O)(=O)c3ccccc32)n1	5	-1	2	2	1	5	2	-7	-2
Cn1nc(OC(=O)Nc2cccc(Cl)c2)cc1C(F)(F)F	-8	0	-22	-31	-4	-16	-7	-4	13
Cc1cc(C)c(S(=O)(=O)NCCC2CCCN2C)c(C)c1 (centres undefined)	0	3	1	0	5	2	0	4	-19
O=C1COc2ccc(C(=O)COC(=O)/C=C/c3cccc(F)c3)cc2N1	-2	-3	-1	13	-12	5	2	-2	4
Cc1cccc(N=C2NC(=O)CS2)c1	1	1	0	-4	0	1	-4	1	0
CCOC(=O)Cc1csc(NC(=O)c2c(-c3c(Cl)cccc3Cl)noc2C)n1	3	1	-1	-5	3	3	-3	0	1
CCCc1cc(=O)[nH]c(SCC(=O)N2CCN(S(=O)(=O)c3ccc(C)cc3C)CC2)n1	0	9	1	0	5	-3	5	-6	-2
Cc1ccc(F)c(NC(=O)c2c(-c3ccccc3)noc2C)c1	0	5	3	-8	2	-1	9	7	9
O=C(NCCCCO)C(F)(F)C(F)(F)C(F)(F)C(=O)NCCCCO	0	6	-3	-6	-6	2	-4	-4	-6
